Screening results (PubChem)
SIAE primary: human SIAE inhibitors, primary screen, biochemical, fluorescence polarization, FP-Rh probe, 1536-well HTS; SIAE FP-Rh probe binding; inhibition, % at 9.66 µM; hit rate 0.69% among 370,000; AID 1053197, 2014;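 active means inhibition above a cutoff: mean of compounds within the control limits plus 3 SD of those, cut at about 17% in these data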;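 further: 0% = plate median of compound wells and 100% = probe without SIAE protein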
Target sequence (Q9HAT2 whole entry, looked up): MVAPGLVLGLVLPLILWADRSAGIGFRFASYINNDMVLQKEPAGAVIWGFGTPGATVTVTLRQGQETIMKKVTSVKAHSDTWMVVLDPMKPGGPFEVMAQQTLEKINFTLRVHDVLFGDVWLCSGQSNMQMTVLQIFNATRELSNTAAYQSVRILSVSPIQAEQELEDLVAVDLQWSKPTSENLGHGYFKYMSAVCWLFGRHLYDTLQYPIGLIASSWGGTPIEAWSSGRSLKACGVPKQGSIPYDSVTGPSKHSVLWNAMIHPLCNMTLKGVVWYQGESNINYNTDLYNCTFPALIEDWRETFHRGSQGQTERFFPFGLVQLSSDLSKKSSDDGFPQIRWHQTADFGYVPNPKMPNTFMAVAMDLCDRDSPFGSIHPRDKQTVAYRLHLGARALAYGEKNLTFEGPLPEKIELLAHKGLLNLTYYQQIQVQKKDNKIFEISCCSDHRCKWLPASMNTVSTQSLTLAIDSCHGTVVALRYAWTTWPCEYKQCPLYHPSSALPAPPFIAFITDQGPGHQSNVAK
TCR CD3 inh: inhibitors of human TCR-CD3 interaction, primary screen, biochemical, fluorescence, TAMRA-labeled TCR probe | hit rate 0.37% among 360,000 | inhibition, % at 9.4 µM; in the data active means inhibition above about 19%;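 further: recombinant mutant TCR 2C K166C tagged with TAMRA read by polarization; 0% = receptor in buffer alone and 100% = receptor with positive control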
rCAG RNA binder: binders of r(CAG) RNA repeats, primary screen, biochemical, fluorescence; r(CAG) RNA repeat, TO-PRO-1 dye displacement fluorescence; inhibition, % at 3 µM; hit rate 1.3% among 370,000; AID 651821, 2012;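 active means inhibition above the plate cutoff, the mean of all test compounds on that plate plus 3 SD, cut at about 35% in these data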;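 further: 0% = DMSO alone and 100% = 100 µM mitoxantrone as full dye displacement; higher means more dye released from RNA so lower well fluorescence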
UHRF1 MBD2 ctr: UHRF1 methylated DNA binding inhibitors, primary screen, counter-screen for MBD2 inhibitor project, biochemical, TR-FRET, human UHRF1, single concentration; UHRF1 binding to methylated oligo; inhibition, % at 4.4 µM; hit rate 0.75% among 370,000; AID 687016, 2013; in the data active means inhibition above about 21%;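 further: UHRF1 SRA domain binding a hemimethylated CpG hairpin DNA probe; 0% = median of test compound wells and 100% = reference inhibitor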
GC-B act: human GC-B receptor activators, primary screen, HEK293 GC-B cells, cGMP TR-FRET, EC30 CNP. Atrial natriuretic peptide receptor 2 (Homo sapiens), P20594. 0% at EC30 CNP, 100% saturating CNP. activation, % at 10 µM. hit rate 0.11% among 370,000;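 active means activation at 10 µM reaching about 35% in either raw or pattern-adjusted values, limit read from the data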
mABHD4 FP: ABHD4 inhibitors, primary screen, biochemical, fluorescence polarization, mouse. inhibition, % at 8.92 µM. AID 720543, 2013. hit rate 0.54% among 370,000. purified mABHD4, FP-Rh probe fluorescence polarization. (Lyso)-N-acylphosphatidylethanolamine lipase (Mus musculus), Q8VD66;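 active means inhibition exceeding the mean over every tested compound plus 3 SD, cut at about 30% in these data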;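 further: 0% = plate median of compound wells and 100% = S159A mutant with DMSO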
Target sequence (Q8VD66 whole entry, looked up): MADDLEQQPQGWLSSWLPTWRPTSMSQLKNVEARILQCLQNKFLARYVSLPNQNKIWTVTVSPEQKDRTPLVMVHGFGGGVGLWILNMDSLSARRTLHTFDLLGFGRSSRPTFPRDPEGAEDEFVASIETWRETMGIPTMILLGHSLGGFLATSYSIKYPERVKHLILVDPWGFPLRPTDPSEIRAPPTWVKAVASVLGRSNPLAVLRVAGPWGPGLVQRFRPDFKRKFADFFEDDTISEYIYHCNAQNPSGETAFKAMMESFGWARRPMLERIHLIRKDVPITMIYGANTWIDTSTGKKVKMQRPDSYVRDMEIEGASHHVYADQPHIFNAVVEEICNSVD
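Assay system: mouse ABHD4 enzyme, wild type / Also added: fluorescent activity-based probe FP-Rh / Doses: single nominal dose of 8.92 µM, 0.89% DMSO final / Timing: 45 min compound pre-incubation plus 60 min probe step, 25 °C / Signal: FP readout, ex 525 nm / em 598 nm / Control set: S159A mutant/DMSO as 100%, compound-well median as 0%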
MBD2 DNA inh: inhibitors of MBD2 binding to methylated DNA, primary screen, biochemical, TR-FRET, DNA-binding domain, human. Methyl-CpG-binding domain protein 2 (Homo sapiens), Q9UBB5. AID 686964, 2013. inhibition, % at 4.4 µM. MBD2 binding to methylated oligonucleotide. hit rate 0.31% among 370,000; in the data active means inhibition above about 13%
PRMT1 FP inh: PRMT1 methyltransferase inhibitors, primary screen, biochemical, fluorescence polarization; hit rate 1.3% among 370,000; recombinant PRMT1, activity-based probe fluorescence polarization; inhibition, % at 2.79 µM; Protein arginine N-methyltransferase 1 (Homo sapiens), Q99873;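 active means inhibition above about 21% made by adding two undisclosed values, limit read from the data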
HTRA1 inhibitor: HTRA1 serine protease inhibitors, primary screen, biochemical, fluorescence polarization, HTS | inhibition, % at 5.96 µM | recombinant HTRA1, FP-rhodamine activity-based probe | Q92743 | hit rate 0.5% among 340,000; in the data active means inhibition above about 36%;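 further: 0% = enzyme with DMSO and 100% = wells lacking enzyme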
NPR1 activator: GC-A stimulated cGMP production enhancers – HEK293 GC-A cells, cGMP TR-FRET, EC30 ANP, primary screen; hit rate 0.14% among 370,000; activation, % at 10 µM; 0% at EC30 ANP, 100% saturating ANP; Atrial natriuretic peptide receptor 1 (Homo sapiens), P16066; in the data active means activation above about 40%
Active calls of the source: *; nt = no result given.

SMILES	SIAE primary	TCR CD3 inh	rCAG RNA binder	UHRF1 MBD2 ctr	GC-B act	mABHD4 FP	MBD2 DNA inh	PRMT1 FP inh	HTRA1 inhibitor	NPR1 activator
O=C(O)c1ccc(C(=O)Nc2cccc3ccccc23)c(C(=O)O)c1	5	-1	2	-1	2	24	-1	6	26	2
COC(=O)[C@]1(CC(C)C)N[C@H](c2ccc(-c3ccc(C(C)=O)cc3)cc2)[C@@H]2C(=O)N(C)C(=O)[C@@H]21	-2	-5	5	4	2	-11	8	3	8	-3
Nn1cc(-c2ccccc2)nc1SCC(=O)NCCN1C(=O)CSC1=O	-6	6	7	4	1	-10	3	7	-7	-1
CCc1cccc(NS(=O)(=O)c2ccc3c(c2)NC(=O)CC(=O)N3)c1	-1	-5	3	4	-2	3	-2	2	0	-1
Cc1cc(=O)[nH]c(SCC(=O)Nc2ccc(N3CCCCC3)cc2)n1	2	4	6	-4	-1	1	2	0	1	-2
CCOC(=O)c1sc(=S)n(-c2ccccc2OC)c1N	0	-3	-1	13	2	-7	9	12	0	2
COc1cc2c(cc1OC)C(C)N(C(=O)c1cccs1)CC2 (stereo not given)	0	-1	-3	0	5	0	5	3	-1	0
O=C1OCCN1C(=O)[C@H]1[C@H](c2ccc(F)cc2)C(c2cccc(Cl)c2)=NN1c1ccccc1	-8	-7	12	2	-9	-18	0	8	-23	-9
Cc1sc(=NC(=O)c2ccco2)n(C)c1-c1ccc(F)cc1	-6	4	-2	-2	-5	-2	5	1	-7	0
Cc1cc(=O)[nH]c2c(N=Nc3ccc(O)cc3)c(N)nn12	6	-3	6	-26	-12	16	-23	2	2	-14
CCOc1ccccc1-c1noc(CCC(=O)NC2CCCCC2)n1	1	0	-3	0	-5	-3	-4	-3	-1	1
Cc1cc(C)cc(OCC(=O)OCC(=O)NC2CCCCCC2)c1	-1	3	-3	-3	-5	-1	-3	-2	1	-2
c1ccc2nc(SCc3cn4ccccc4n3)cnc2c1	2	10	0	1	-3	0	-6	1	4	1
Cc1cc(NC(=O)CSCc2ccccc2C)no1	-1	2	-2	3	1	-3	1	-1	-1	0
CC(C)(C)S(=O)(=O)c1cnc2c(S(=O)(=O)c3ccccc3)cnn2c1N	1	-2	1	5	5	9	2	2	3	-1
CN(C)S(=O)(=O)c1ccc(Cl)c(NC(=O)COC(=O)/C=C/c2ccco2)c1	6	2	1	4	-2	-3	3	2	7	-2
CC(C)(C)OC(=O)C1C(=O)CC(C)(O)C(C(=O)OC(C)(C)C)C1c1ccco1 (stereo not given)	-1	2	-12	0	3	-7	4	0	-2	0
COc1ccc(N(CC(=O)NCCc2ccccc2)C(=O)c2csnn2)cc1OC	-2	3	-7	-2	2	7	0	-4	2	1
O=C(Nc1c(F)c(F)c(F)c(F)c1F)c1ccc(Br)o1	-3	5	1	-1	-6	-2	2	1	-5	2
NS(=O)(=O)c1ccc(CCNC2CC(=O)N(Cc3ccccc3)C2=O)cc1 (stereo not given)	0	-1	4	0	0	4	0	63*	-2	0
O=C1C2C3c4ccccc4C(c4ccccc43)C2C(=O)N1Cc1ccco1 (stereo not given)	-2	3	1	-2	-5	-2	1	1	-2	-4
Cc1cccc(NC(=O)c2cc(-c3ccco3)nc3ccccc23)n1	1	-13	5	-2	7	-10	0	35*	-8	7
CN(CC(=O)Nc1ccc(Cl)cc1F)C1CCS(=O)(=O)C1 (stereo not given)	6	-4	0	4	-2	-1	2	-2	7	-4
CCN(CC)CCCNC(=S)N(Cc1cccnc1)Cc1cc2cc(C)ccc2[nH]c1=O	0	-1	-1	-1	3	-3	0	0	1	1
CCOC(=O)C1CCCN(C(=O)c2cc3c(-c4cccc(OC)c4)nn(C)c3s2)C1 (stereo not given)	-7	2	1	1	-9	-8	2	-1	-24	3
CN(C)c1ccc(P(=O)(OCc2ccccc2)C(O)c2ccccc2)cc1 (stereo not given)	-2	-1	-6	0	-4	1	-3	0	-2	0
O=Cc1ccc(OCC(=O)Nc2ccccc2-c2ccccc2)cc1	-6	2	-5	6	-13	-3	3	2	-23	-6
O=C(Nc1cccc(O)c1)C1CCCN1C(=O)OCc1ccccc1 (stereo not given)	-3	-1	6	2	-6	-1	-5	-1	6	0
Cn1c(=O)c([N+](=O)[O-])c(Cl)c2ccccc21	-1	2	1	-2	9	2	-1	18	-2	17
CC1=NN(c2ccc(C(=O)O)cc2)C(=O)/C1=C\c1ccc(OC(=O)c2cccs2)cc1	-5	-3	45*	3	6	12	2	6	39*	31

Exported comma-delimited: part of the list above.
SMILES,SIAE primary,TCR CD3 inh,rCAG RNA binder,UHRF1 MBD2 ctr,GC-B act,mABHD4 FP,MBD2 DNA inh,PRMT1 FP inh,HTRA1 inhibitor,NPR1 activator
O=C1C2C3c4ccccc4C(c4ccccc43)C2C(=O)N1Cc1ccco1 (stereo not given),-2,3,1,-2,-5,-2,1,1,-2,-4
CCOC(=O)C1CCCN(C(=O)c2cc3c(-c4cccc(OC)c4)nn(C)c3s2)C1 (stereo not given),-7,2,1,1,-9,-8,2,-1,-24,3

Full records as entered above.
`CN(CC(=O)Nc1ccc(Cl)cc1F)C1CCS(=O)(=O)C1` (stereo not given) is entered as SIAE primary = 6; TCR CD3 inh = -4; rCAG RNA binder = 0; UHRF1 MBD2 ctr = 4; GC-B act = -2; mABHD4 FP = -1; MBD2 DNA inh = 2; PRMT1 FP inh = -2; HTRA1 inhibitor = 7; NPR1 activator = -4
`Cc1cc(=O)[nH]c2c(N=Nc3ccc(O)cc3)c(N)nn12` is entered as SIAE primary = 6; TCR CD3 inh = -3; rCAG RNA binder = 6; UHRF1 MBD2 ctr = -26; GC-B act = -12; mABHD4 FP = 16; MBD2 DNA inh = -23; PRMT1 FP inh = 2; HTRA1 inhibitor = 2; NPR1 activator = -14

Further structures.
SMILES	SIAE primary	TCR CD3 inh	rCAG RNA binder	UHRF1 MBD2 ctr	GC-B act	mABHD4 FP	MBD2 DNA inh	PRMT1 FP inh	HTRA1 inhibitor	NPR1 activator
O=[N+]([O-])c1ccc(S(=O)(=O)Nc2nc3ccccc3nc2Nc2ccccc2)cc1	1	-1	8	-1	2	2	0	0	nt	7
CNc1c(C(=O)O)ccc2c1C(=O)c1ccccc1C2=O	-5	1	-2	-23	2	-3	-14	-2	-4	-8
COc1cccc(NC(=O)N2CCN(c3nc(-c4cccc(OC)c4)cs3)CC2)c1	2	2	2	0	8	-21	6	-1	-31	-1
CNC(=S)N/N=C(\C)c1ccc2c(c1)OCO2	4	-4	-2	0	6	3	1	0	8	0
CCOC(=O)C1CCN(C(c2cc3c(C)ccc(C)c3[nH]c2=O)c2nnnn2C2CCCCC2)CC1 (stereo not given)	-6	3	11	1	1	2	3	9	4	0
Cc1ccc(-c2nnc(Nc3ccc(CC(N)=O)cc3)c3ccccc23)cc1S(=O)(=O)NCCO	2	2	7	0	-4	-7	2	0	3	1
CCCNc1nc(C)cc(-c2cc(C(=O)NCc3ccccc3)on2)n1	2	-1	-6	-3	-14	-5	-1	-2	-14	-1
CN(C)CCNc1ncnc2oc(-c3ccccc3)c(-c3ccccc3)c12	13	-5	4	-2	-11	7	5	-1	-11	-43
Cc1ccc(SCc2[nH]nc3c2C(c2ccco2)C(C#N)=C(N)O3)cc1 (stereo not given)	13	0	9	-9	-9	11	-7	2	12	1
O=c1[nH]c(CSc2nnnn2-c2ccc(Cl)cc2)nc2ccccc12	-10	2	1	3	-1	5	0	1	-7	-7
COCCNc1nc(-n2nc(C)cc2C)nc2sc3c(c12)CCCC3	-3	0	-4	-4	21	-4	1	1	-14	19
C/C(=N/NC(=O)c1ccc(Br)o1)c1ccc(C)o1	-4	1	4	-2	-7	1	1	-4	-3	0
Nc1nc(-c2ccc([N+](=O)[O-])cc2)cc(=O)[nH]1	-5	-2	4	-1	2	-9	-4	-2	3	-2
CCC(C)[C@H](NC(=O)Nc1cccc(OC)c1)C(=O)OC (stereo not given in full)	0	-1	-2	2	1	-5	3	1	4	-2
O=C(CCN1CCN(c2ccc([N+](=O)[O-])cc2)CC1)c1ccc(Cl)cc1	-4	-8	-1	-3	-9	0	-3	15	-3	63*
COc1ccc(Br)cc1/C=N/NC(=O)C(c1ccncc1)N1CCOCC1 (stereo not given)	0	0	0	-6	4	-7	2	-1	-3	-1
OC[C@H]1O[C@@H](c2nc(-c3ccc(CN4CCOCC4)cc3)no2)[C@H](O)[C@@H](O)[C@H]1O	2	-1	0	0	3	-1	0	-5	nt	3
Cc1nc(SCC(C)C)[nH]c(=O)c1Cc1ccccc1	-3	-4	-2	0	6	14	-2	-3	0	0
O=C(Nc1ccc(N2CCN(c3ncccc3C(F)(F)F)CC2)nc1)c1cccs1	9	11	0	0	-3	-5	-3	-1	-7	-6
CCOC(=O)c1cccc(OC(=O)CCNC(=O)c2ccc(Cl)cc2)c1	-2	6	-2	2	-9	-5	-4	1	14	-2
O=C(NNC(=O)c1cccnc1)Nc1cccc(Cl)c1Cl	15	2	0	2	5	-7	-3	-3	2	4
O=C(O)CCSc1nnc(COc2ccc(Cl)cc2)n1-c1ccccc1	3	-1	7	0	0	-1	-5	0	1	3
Cc1ccc(NC(=O)C2CCCN2c2nn3c(=O)cc(C)nc3s2)cc1 (stereo not given)	4	3	3	-3	-4	0	-4	-8	-2	-3
C=CCn1c(C#N)c(N)sc1=N	1	-7	-1	0	8	-2	1	1	6	2
CC(C)[C@H](NC(=O)C1CCN(S(=O)(=O)c2ccccc2)CC1)C(=O)NCc1ccccc1	2	8	-2	-2	0	5	4	0	-6	4
O=C(Cc1cccs1)Nc1ccc(S(=O)(=O)N2CCCCC2)cc1	-1	-7	15	2	1	6	-1	1	-4	2
CCC(C(=O)OCC(=O)N(CC)c1c(N)n(Cc2ccccc2)c(=O)[nH]c1=O)c1ccccc1 (stereo not given)	1	0	-3	-1	-1	4	1	-2	3	2
CC1CC(=S)Nc2ccccc2S1 (stereo not given)	7	10	-1	8	5	4	0	2	0	-2
C=CCSc1nc2c(c(=O)[nH]c(=O)n2C)n1Cc1ccc(C)cc1	-4	-1	0	-1	38*	4	1	-1	0	24
O=C(NC(Cc1ccccc1)C(=O)O)c1ccco1 (stereo not given)	-3	-3	3	-2	-3	3	3	0	-4	-2
CCOCCCn1c(SCC(=O)Nc2cccc(S(=O)(=O)NC3=NCCCCC3)c2)nc2ccccc2c1=O	-5	-7	-2	6	8	-12	6	3	1	-3
CCOC(=O)C1=NOC(C(=O)Nc2nccs2)(C(=O)C2CC2)C1 (stereo not given)	4	nt	1	0	7	1	-2	-5	nt	-2
CCOc1ccc(S(=O)(=O)N2CCCC(C(=O)Nc3ccccc3)C2)cc1 (stereo not given)	-3	-9	-2	5	2	-19	7	5	-7	-5
O=Cc1ccc(-c2ccc(Cl)cc2Cl)[nH]1	1	-2	-3	0	0	3	-3	-3	-10	-7
Cc1ccc(N2C(=O)N(CC(=O)N3CCOCC3)C(=O)C2C)cc1 (stereo not given)	-1	4	-1	4	1	-4	1	-1	7	-1
CCN(CC)S(=O)(=O)c1cc(NC(=O)[C@@H](NC(N)=O)C(C)C)ccc1C	-1	3	-2	2	1	0	3	-1	4	1

A portion of the library; the hit share may differ from the screen's.
